KCNQ1 block – inhibitors of human KCNQ1 potassium channel | CHO-K1 KCNQ1, FluxOR thallium flux fluorescence; stronger effect = higher value | B-score at 10 µM | P51787 | 1.3% of 310,000 active | AID 2642;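 active = compounds whose thallium flux B-score, printed positive for inhibition, exceeds three library SD while starting fluorescence stays within three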;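 also: channel opened by potassium depolarization with thallium stimulus after 20 min compound exposure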
Target sequence (P51787 whole entry, looked up): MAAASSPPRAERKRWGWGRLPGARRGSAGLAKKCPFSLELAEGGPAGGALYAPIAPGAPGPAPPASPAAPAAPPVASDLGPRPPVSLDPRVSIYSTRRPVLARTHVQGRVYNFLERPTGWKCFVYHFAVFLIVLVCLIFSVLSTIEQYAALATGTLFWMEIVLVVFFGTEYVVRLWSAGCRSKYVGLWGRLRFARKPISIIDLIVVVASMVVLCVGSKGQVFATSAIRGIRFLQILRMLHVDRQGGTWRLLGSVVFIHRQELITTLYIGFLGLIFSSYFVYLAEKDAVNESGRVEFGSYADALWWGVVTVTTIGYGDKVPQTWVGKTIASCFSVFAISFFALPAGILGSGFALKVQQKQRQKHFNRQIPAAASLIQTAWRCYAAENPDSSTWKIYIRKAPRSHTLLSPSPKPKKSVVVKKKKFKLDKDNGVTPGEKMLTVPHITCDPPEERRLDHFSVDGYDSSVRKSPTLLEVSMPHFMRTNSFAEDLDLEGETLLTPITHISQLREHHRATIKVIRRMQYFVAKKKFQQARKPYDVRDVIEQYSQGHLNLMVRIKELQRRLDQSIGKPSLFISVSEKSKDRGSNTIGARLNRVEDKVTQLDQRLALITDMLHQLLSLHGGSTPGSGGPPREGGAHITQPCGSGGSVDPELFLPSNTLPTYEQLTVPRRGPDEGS
RGS4 inh – human RGS4 inhibition | P49798 | HEK293 M3R/RGS4 inducible, Fluo-4 calcium flux; stronger effect = higher value; triggered by carbachol at its EC20 | B-score at 10 µM | 0.45% of 310,000 active | AID 463165;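 active = B-score, a plate-corrected calcium signal, over three deviations above library mean, with baseline fluorescence within five deviations of library mean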;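 also: RGS4 expression induced by doxycycline in cells with stable M3 receptor; B-score is computed from the integrated fluorescence ratio over baseline after carbachol; higher B-score means a larger calcium signal and so more RGS4 inhibition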
KCNK3 inh – human KCNK3 channel inhibition, primary screen; O14649; CHO-KCNK3 thallium flux, FluxOR fluorescence; stronger effect = lower value; B-score at 10 µM; 0.84% of 340,000 active; AID 602410;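 active = B-score under library mean minus 4 SD, starting fluorescence ratio at most library mean plus 5 SD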;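 also: more negative B-score means stronger inhibition of thallium flux through KCNK3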
GSK3beta inhib – human GSK3beta kinase inhibition. GST-GSK3beta kinase, ADP-Glo luminescence, 60 min; stronger effect = lower value. activity score (negative = inhibition), % at 10 µM. 0.038% of 300,000 active. AID 2097;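 active = more than half of replicate wells score below -50%, meaning over 50% inhibition versus plate controls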;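 also: 0% = median DMSO wells and -100% = median GW8510 positive control wells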
Target sequence (P49841 whole entry, looked up): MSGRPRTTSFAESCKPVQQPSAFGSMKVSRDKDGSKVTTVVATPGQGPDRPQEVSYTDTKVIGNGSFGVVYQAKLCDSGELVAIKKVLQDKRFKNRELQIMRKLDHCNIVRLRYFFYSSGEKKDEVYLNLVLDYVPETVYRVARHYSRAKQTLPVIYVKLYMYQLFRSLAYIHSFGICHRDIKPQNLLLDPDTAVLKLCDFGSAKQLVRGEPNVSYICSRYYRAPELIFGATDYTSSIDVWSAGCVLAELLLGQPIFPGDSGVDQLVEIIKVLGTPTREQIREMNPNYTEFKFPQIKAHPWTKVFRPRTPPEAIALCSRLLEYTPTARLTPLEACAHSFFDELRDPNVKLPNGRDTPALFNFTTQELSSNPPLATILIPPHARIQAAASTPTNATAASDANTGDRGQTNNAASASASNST
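Assay system: GST-tagged human GSK3beta kinase, cell-free; Input: 1.6 ng GSK3beta; Medium: Tris/MgCl2 kinase buffer; Timing: 60 min enzyme reaction, room temperature; Signal: ADP-Glo luminescence quantifying ADP generated by kinase; Evaluation: score relative to plate controls; Benchmarks: DMSO neutral wells and GW8510 at 20 µM as positive.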
KCNQ1 pot – human KCNQ1 channel potentiation or activation | 0.35% of 310,000 active | B-score at 10 µM | CHO-K1 KCNQ1, thallium flux FluxOR fluorescence; stronger effect = higher value | P51787;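 active = fluorescence ratio B-score, a plate-corrected score, at least three library SD, with initial intensity B-score within 5 SD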
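assay system = KCNQ1-transfected CHO-K1 cells | medium = assay buffer with matched DMSO | probe or stimulus = depolarizing K+/Tl+ stimulus, K2SO4 and Tl2SO4 each 12.5 mM in 5x stock | dosing = single dose | incubation = dye 90 min, compound 20 min, room temperature | detection = kinetic FluxOR fluorescence, 10 s baseline plus 110 s post-stimulus | evaluation = ratio B score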
KCNK9 inh – inhibitors of human KCNK9 two-pore domain potassium channel; Q9NPC2; HEK293 KCNK9, FluxOR thallium flux fluorescence; stronger effect = lower value; B-score at 10 µM; 1.2% of 310,000 active; AID 488922;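 active = ratio B-score over 3 SD below the library mean, with starting fluorescence within 5 SD of its mean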;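 also: negative B-score means less thallium flux so channel inhibition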
hERG protect – hERG (human) protection from proarrhythmic block | Q12809 | activation (rescue from dofetilide block), less the hit threshold, % at 10 µM | 0.51% of 310,000 active | CHO-hERG, FluxOR thallium flux, dofetilide IC70 present;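 active = activation above the mean of controls blocked by dofetilide plus 5 SD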;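 also: thallium influx through hERG after potassium depolarization seen as dye fluorescence rise; in these data hits start at about 4.7%; inactives centre near -7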
GSK3 alpha inh – human GSK-3 alpha kinase inhibition; P49840; ADP-Glo luminescence, 60 min; inhibition, % at 10 µM; 0.1% of 320,000 active; AID 2650;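 in the data active = inhibition above about 50%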;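 also: GST-tagged GSK-3 alpha with peptide substrate and 25 µM ATP; 0% = DMSO neutral wells and 100% = GW8510 positive control wells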
PolyA inhibitor – yeast polyadenylation inhibition. S. cerevisiae SKY197-pL101 polyadenylation reporter, beta-gal luminescence; efflux-impaired pdr1/pdr3 knockout yeast; score 100 = 6 SD above DMSO. calls only at 12 µM. 0.02% of 300,000 active;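 active = lowest replicate activity score at least 50, where 100 means six control SD above control mean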;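 also: yeast exposed to compound for 9 h at 30 °C; higher score means more reporter readthrough which indicates perturbed polyadenylation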
RGS4 pot – RGS4 potentiation or activation; HEK293 M3R/inducible RGS4, carbachol calcium flux Fluo4; stronger effect = lower value; B-score at 10 µM; 0.92% of 310,000 active; AID 463111;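 active = B-score of the integrated calcium signal more than 4 SD below the library mean, with starting fluorescence not abnormally high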;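 also: negative B-score means reduced calcium response which marks RGS4 activation or potentiation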
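Material: M3R-expressing HEK293 line, RGS4 induced by doxycycline | Schedule: Overnight RGS4 induction, 30 min dye load 37 °C, 20 min compound RT | Measured by: Fluo4 fluorescence kinetic imaging of calcium | Read-out: Integrated calcium ratio converted to B score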
Dyrk1A ADPGlo – Dyrk1A (rat) kinase inhibition. ADP-Glo luminescence, NFATc1 peptide. inhibition, % at 12.5 µM. AID 504441. Q63470. 0.43% of 310,000 active; in the data active = inhibition above about 50%;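 also: plate controls were vehicle with enzyme for no effect and no enzyme for full effect; many of its hits are not listed in these tables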
* = called active by the depositor; i = inactive; x = no result given.

SMILES	KCNQ1 block	RGS4 inh	KCNK3 inh	GSK3beta inhib	KCNQ1 pot	KCNK9 inh	hERG protect	GSK3 alpha inh	PolyA inhibitor	RGS4 pot	Dyrk1A ADPGlo
CCOc1cccc(-c2nnc3sc(COc4ccc(Cl)cc4)nn23)c1	i	i	i	-1	i	i	-8	-2	i	i	-4
CSc1nnc(-c2ccccc2N=Cc2c(C)[nH]n(-c3ccccc3)c2=O)c(=O)[nH]1	i	i	i	3	i	i	-3	-3	i	i	7
O=C(COC(=O)c1ccc2c(c1)OCCO2)Nc1cc(Cl)ccc1Cl	i	i	i	7	i	i	3	-3	i	i	-13
COc1ccc(NC2CCCN(C(=O)c3ccc(CSC)o3)C2)cc1OC (configuration not stated)	i	i	i	3	i	i	-6	-3	i	i	-2
Cc1ccc(F)cc1NC(=O)Cc1nn(C)c(=O)c2ccccc12	i	i	i	1	i	i	-8	-2	i	i	9
Cc1cccc(/C=N\Nc2nnc(-c3ccccc3)c(=O)[nH]2)c1	i	i	i	-4	i	i	-7	-2	i	i	0
CCc1c(C)nc(SCC(=O)Nc2nc(-c3ccc(OC)cc3)cs2)[nH]c1=O	i	i	i	2	i	i	-7	0	i	i	x
O=C(CCCOc1ccccc1)N1CCN(S(=O)(=O)c2cccs2)CC1	i	i	i	2	i	i	-11	0	i	i	17
Cc1ccccc1CCNC(=O)Cn1nc(C)c2c(C)n(-c3ccccc3)nc2c1=O	i	i	i	-4	i	i	-7	-2	i	i	3
CC(C)[C@H](NC(=O)N1CCn2c1nc1ccccc12)C(=O)NCc1ccc(F)cc1	i	i	i	1	i	i	-11	3	i	i	1
Cc1ccc(NC(=O)C(c2ccccc2)C2CCCC2)cc1 (configuration not stated)	i	i	i	-6	i	-6.7*	-9	x	i	i	-24
COc1ccccc1NC(=S)NNC(=O)c1ccccc1Br	i	i	i	-1	i	i	-6	-2	i	i	1
COc1cc(C(=O)NCc2ccc(C(=O)NCC(OC)OC)cc2)cc(OC)c1OC	i	i	i	0	i	i	-13	0	i	i	3
CCOC(=O)Cc1cc(=O)n2[nH]c(-c3ccccc3)cc2n1	i	i	i	5	i	i	-8	-2	i	i	9
C=CCNc1nc(Nc2ccc(OC)cc2)nc(OC)n1	i	i	i	1	i	i	-13	6	i	i	-3
COC(=O)CC1COc2ccccc2N1C(=O)c1ccc(Cl)cc1 (configuration not stated)	i	i	i	0	i	i	-11	3	i	i	1
CN(C)S(=O)(=O)c1ccc(Oc2ccccc2)cc1	i	i	i	0	i	i	-13	0	i	i	4
CCOC(=O)c1c(C)[nH]c(C)c1S(=O)(=O)NCC1CCN(Cc2ccc(C)cc2)CC1	i	i	i	0	i	i	-6	1	i	i	x
COc1ccc(/C=N/NC(=O)CCSc2nc3ccccc3s2)cc1	i	i	i	-1	i	i	-7	2	i	i	25
COC(CNC(=O)c1cccc(-n2c(=S)[nH]c3cc(Cl)ccc3c2=O)c1)OC	i	i	i	1	i	i	-11	-3	i	i	-4
CCOC(=O)c1c(C)n(C)c2cc(CN(C)C)c(O)c(S(=O)(=O)c3ccccc3)c12	i	i	i	2	i	i	-2	-4	i	i	-3
CC1(C)OC2OC(C(=O)N/N=C/c3cc(Br)ccc3O)C3OC(C)(C)OC3C2O1 (configuration not stated)	i	i	i	2	i	i	-1	-1	i	i	1
O=C(CCC(=O)Nc1nnc(C2CCCCC2)s1)NCc1ccccc1	i	i	i	-3	i	i	-3	-4	i	i	x
CC1CCCCN1S(=O)(=O)c1csc(C(N)=O)c1 (configuration not stated)	i	i	i	1	i	i	-7	2	i	i	-2
COc1ccc(OCCn2cc(/C(N)=N/O)c3ccccc32)cc1	i	i	i	3	i	i	-8	-1	i	i	5
SMILES	KCNQ1 block	RGS4 inh	KCNK3 inh	GSK3beta inhib	KCNQ1 pot	KCNK9 inh	hERG protect	GSK3 alpha inh	PolyA inhibitor	RGS4 pot	Dyrk1A ADPGlo
CCOC(=O)CSc1n[nH]c(NC(C)=O)n1	i	i	i	1	i	i	-9	-2	i	i	2
CC(/C=N\NC(=O)CN1CCN(Cc2ccccc2)CC1)=C\c1ccco1	i	i	i	7	i	i	-6	x	i	i	4
COc1ccc(N=Cc2cc3c(cc2O)OC(N)=C(C#N)C3c2ccccc2)cc1 (configuration not stated)	i	i	i	-4	i	i	-10	4	i	i	0
Cc1ccc(S(=O)(=O)Oc2cccc(N3C(=O)C4CC=CCC4C3=O)c2)cc1 (configuration not stated)	i	i	i	-1	i	i	-14	1	i	i	-6
CCOc1ccc2nc(SC3CC(=O)N(c4ccc(C)cc4)C3=O)sc2c1 (configuration not stated)	i	i	i	1	i	i	-7	-13	i	i	1
COc1ccc(-n2c(=O)c3c4c(sc3n(CC(=O)NCc3ccco3)c2=O)CCC4)c(OC)c1	i	i	i	3	i	i	-16	1	i	i	-8
O=C(CCNS(=O)(=O)c1cccs1)N1CCN(c2ccc(F)cc2)CC1	i	i	i	2	i	i	0	-2	i	i	-2
Cc1cccc(NC(=S)N(CCCN2CCOCC2)Cc2cn(C)c3ccccc23)c1	i	i	i	3	i	i	-8	3	i	i	-1
Cc1[nH]n(-c2ccccc2)c(=O)c1N=Nc1ccc(C(=O)O)cc1	i	i	i	1	i	i	-1	-1	i	i	14
CCCCCCCOc1ccc(C(=O)Nc2cccnc2)cc1	i	i	i	-1	i	i	-4	0	i	i	0
CSc1ncccc1C(=O)Nc1nc2ccc(F)cc2s1	i	i	i	-1	i	i	-6	0	i	i	10
CCCCc1nc2cc(C(=O)N3CCNC(=O)C3CC(=O)OC)ccc2o1 (configuration not stated)	i	i	i	0	i	i	-4	-2	i	i	-2
O=C1CC(c2ccco2)Sc2ccccc2N1 (configuration not stated)	i	i	i	0	i	i	-6	5	i	i	3
Cc1cc(C)c2nc(NNC(=O)c3ccc(S(=O)(=O)N4CCCCC4)cc3)sc2c1	i	i	i	-2	i	i	-12	-2	i	i	3
Cc1ccc(NS(=O)(=O)c2ccc(NC(=O)c3cccs3)cc2)cc1	i	i	i	-3	i	i	-5	-1	i	i	-3
CCOC(=O)c1c(C)c(C(=O)Nc2cc(OC)ccc2OC)c(C)n1CC	i	i	i	1	i	i	-13	-3	i	i	-7
O=C1CSC(=S)N1/N=C/C=C/c1ccccc1	i	i	i	4	i	i	-7	-3	x	i	-2
CC(C)N1CCN(S(=O)(=O)c2ccc3ccccc3c2)CC1	i	i	i	2	i	i	-1	-3	i	i	1
CCNC(=S)NNC(=O)Cn1nc(C)cc1C	i	i	i	0	i	i	-9	1	i	i	-1
O=C(Nc1cccnc1)c1ccc(CN2CCc3ccccc3C2)cc1	i	i	i	2	i	i	-11	-3	i	i	-1
CCCc1nnc(NC(=O)CCC(=O)N2CCC(Cc3ccccc3)CC2)s1	i	i	i	-1	i	i	-10	0	i	i	x
CC(C)Cc1ccc(S(=O)(=O)Nc2cccnc2)cc1	i	i	i	x	i	i	-4	-1	i	i	-3
CCOC(=O)CC(NC(=O)Cc1ccccc1)c1ccccc1Cl (configuration not stated)	i	i	i	-5	i	i	-1	-2	i	i	6
COc1ccc(OCCNC(=O)C(Cc2c[nH]c3ccccc23)NC(C)=O)cc1 (configuration not stated)	i	i	i	0	i	i	-12	-1	i	i	x
O=C(O)c1cccc(CSc2nnc(-c3cccnc3)o2)c1	i	i	i	0	i	i	-1	x	i	i	-5
SMILES	KCNQ1 block	RGS4 inh	KCNK3 inh	GSK3beta inhib	KCNQ1 pot	KCNK9 inh	hERG protect	GSK3 alpha inh	PolyA inhibitor	RGS4 pot	Dyrk1A ADPGlo
Cc1nn(-c2ccccc2)c(C)c1/C=N/NC(=O)CSc1nnc(SCc2cccc3ccccc23)s1	i	i	i	1	i	i	-11	-3	i	i	-7
CC(C)Oc1cccc(C(=O)NC(=S)NCc2cccnc2)c1	i	i	i	0	i	i	-4	-2	i	i	2
O=C(Nc1cccnc1Cl)c1cccnc1Cl	i	i	i	5	i	i	-2	0	i	i	2
COCc1ccc(C(=O)NC(C)c2cnn(-c3ccccc3C)c2C)o1 (configuration not stated)	i	i	i	1	i	i	-16	-1	i	i	-8
CCN(CC(=O)Nc1cccc(OC)c1)CC(=O)Nc1ccc(C)cc1Cl	i	i	i	4	i	i	-13	2	i	i	1
O=C(NCCN1CCOCC1)c1sc2cc(Cl)ccc2c1Cl	i	i	i	-4	i	i	-6	-4	i	i	5
COCc1cc(=O)[nH]c(/N=C(\N)Nc2ccc(C)cc2C)n1	i	i	i	0	i	i	-7	-1	i	i	0
O=C(Nc1cccc(-c2cn3cccnc3n2)c1)c1ccco1	i	i	i	-8	i	i	-16	-2	i	i	0
Cc1ccc(NC(=O)Cc2nnc(SCC(=O)Nc3ccc(N4CCOCC4)cc3)n2C)cc1	i	i	i	3	i	i	-14	0	i	i	4
Cc1cc(C)c(C#N)c(SCc2ccccc2[N+](=O)[O-])n1	i	i	i	2	i	i	-5	2	i	i	2
COc1cc(C(=O)OCc2cc(=O)oc3c(C)c(C)ccc23)ccc1OC(F)F	i	i	i	1	i	i	-6	0	i	i	3
Cc1cc2cc3c(N)[nH]nc3nc2cc1C	i	i	i	4	i	i	-9	-3	i	i	-1
CC(=O)Nc1ccc(-c2cc(C(=O)O)c3ccccc3n2)cc1	i	i	i	3	i	i	-2	-4	i	i	5
Cc1nn(CC(=O)NCCN2CCCCCC2)c(=O)c2nn(-c3ccccc3)c(C)c12	i	i	i	0	i	i	-5	1	i	i	4
CN(C)CCCN(C(=O)c1ccc(S(=O)(=O)N(C)Cc2ccccc2)cc1)c1nc2cc3c(cc2s1)OCO3	i	i	i	2	i	i	-22	0	i	i	-9
CCOC(=O)Cn1c(=O)n(C2CCCC2)c(=O)c2ccccc21	i	i	i	-1	i	i	-3	-2	i	i	1
COc1ccc(NC(=O)C2CCC(N3C(=O)C4CCCCC4C3=O)CC2)cc1 (configuration not stated)	i	i	i	1	i	i	-6	-1	i	i	-1

Three entries out of the list above, sorted by the number in GSK3 alpha inh, rising.
compound | GSK3 alpha inh
Cc1cc2cc3c(N)[nH]nc3nc2cc1C | -3
CCOC(=O)Cn1c(=O)n(C2CCCC2)c(=O)c2ccccc21 | -2
CN(C)CCCN(C(=O)c1ccc(S(=O)(=O)N(C)Cc2ccccc2)cc1)c1nc2cc3c(cc2s1)OCO3 | 0

High-throughput results from PubChem BioAssay.

Not all compounds are listed, so the mix of outcomes need not match the whole.
